Bioassay records as filed in PubChem.
Epigenetic mod – epigenetic modulators derepressing GFP locus in mouse cells; 0.09% of 68,000 active; AID 597; Potency, µM (titrated, usually from 46.1 µM), without a hit: at the top dose GFP derepression (activation); mouse C127i GFP locus derepression, cytometry, 30 h; note: % of control where 0% means no effect
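Locus derepression in mouse mammary C127i cells whose integrated CMV-GFP reporter is normally silent; GFP expression after 30 h compound treatment was quantified by counting fluorescent cells.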
Ub-GFP proteasome – ubiquitin-GFP accumulation via proteasome inhibition. 67,000 tested, under 10 active. Ubiquitin-GFP reporter cells, proteasome inhibition, GFP fluorescence; response scale: untreated = 0%, 10 µM MG-132 = 100%. Potency, µM (titrated, usually from 45.9 µM), for inactives: top-dose activation (GFP accumulation), actives largely listed as activators. AID 526; active = well fitted activation curve with a large enough effect, not every such curve was filed as active; inconclusive = small, poorly fitted or top-dose-only effect, or another doubt; inactive = no such curve, though single readings can be large or run the other way; note: potency is the fitted concentration of half-maximal effect
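Proteasome block read as GFP accumulation: ubiquitin(G76V)-GFP U2OS cells exposed to compound (2.9 nM–46 uM) for 4 hr at 37 C. Normalization used untreated cells as 0% and 10 uM MG-132 as 100%; concentration-response curves fitted.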
Hsp90 Hop PPI – changes Hsp90-Hop TPR2A binding signal, up or down. AlphaScreen TPR2A-His6 binding biotin-Hsp90 C-terminal peptide. Potency, µM (doses to about 57 µM), without a hit: top-dose activity change, negative = inhibition. 0.44% of 71,000 active; active = well fitted curve in either direction with a large enough effect; inconclusive = small, poorly fitted or top-dose-only effect, or another doubt; note: potency is the fitted concentration of half-maximal effect; % is set by controls: 0 for no effect and ±100 for the full control effect; many of its hits are not listed in these tables
TexasRed autofl – compounds fluorescent in Texas Red spectral region | Compound fluorescence, Texas Red channel, 547/618 nm; hits give high values | max dye-equivalent concentration, M | 0.06% of 59,000 active | AID 587; in the data active = max dye-equivalent concentration above about 10 nM; inconclusive = between about 1.1 nM and that limit
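Texas Red-region profiling: compounds in 100 mM Tris pH 8.0 were read at 547/618 nm after 15 min at room temperature. Intensities were normalized against a six-point Texas Red standard series to give dye-equivalent concentration.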
ALOX15 inhib – 15-hLO (ALOX15) enzyme inhibition; P16050; purified 15hLO-1, xylenol orange hydroperoxide absorbance; Potency, µM (series often up to 57.1 µM), for inactives: top-dose activity change, negative = inhibition, most hits filed as inhibitors; 1.4% of 74,000 active; AID 887; note: potency is the fitted concentration of half-maximal effect; % is set by controls: 0 for no effect and ±100 for the full control effect; nearly all actives have a fitted effect of over 55% in size
Target sequence (P16050 whole entry, looked up): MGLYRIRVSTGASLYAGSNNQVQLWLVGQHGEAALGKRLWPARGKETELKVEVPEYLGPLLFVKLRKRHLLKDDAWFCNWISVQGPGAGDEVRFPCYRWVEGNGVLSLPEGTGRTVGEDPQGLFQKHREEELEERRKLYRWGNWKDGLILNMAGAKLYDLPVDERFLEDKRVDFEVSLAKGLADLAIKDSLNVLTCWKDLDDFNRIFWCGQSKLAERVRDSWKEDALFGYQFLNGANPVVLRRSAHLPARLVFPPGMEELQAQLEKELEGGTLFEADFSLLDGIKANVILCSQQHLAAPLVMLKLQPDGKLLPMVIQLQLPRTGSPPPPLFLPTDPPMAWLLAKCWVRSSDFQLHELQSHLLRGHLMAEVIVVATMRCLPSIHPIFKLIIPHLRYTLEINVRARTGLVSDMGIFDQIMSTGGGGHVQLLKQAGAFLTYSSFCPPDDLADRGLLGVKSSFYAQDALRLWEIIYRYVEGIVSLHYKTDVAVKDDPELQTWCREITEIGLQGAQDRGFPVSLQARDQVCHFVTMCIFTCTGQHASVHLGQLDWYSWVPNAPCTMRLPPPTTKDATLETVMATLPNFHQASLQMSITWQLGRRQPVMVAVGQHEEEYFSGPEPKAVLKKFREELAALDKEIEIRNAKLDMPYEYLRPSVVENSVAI
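Purified human 15hLO-1 (40 nM) in 25 mM Hepes pH 7.5, 0.01% Triton X-100, preincubated 15 min RT with compound, then 50 uM arachidonic acid for 6 min. Hydroperoxide read by ferrous/xylenol orange, 30 min; 573/405 nm absorbance ratio gave progress.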
Fluorescein fluor – compound fluoresces in the fluorescein spectral region; Compound autofluorescence, 480/540 nm, fluorescein-equivalent; hits give high values; 0.91% of 59,000 active; max fluorescein-equivalent concentration, M; in the data active = max fluorescein-equivalent concentration above about 10 nM; inconclusive = between about 1.1 nM and that limit
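First, buffer (100 mM Tris, pH 8.0) dispensed; second, compounds and fluorescein standards pinned in; third, 15 min room-temperature incubation; finally, imaging at ex 480 nm/em 540 nm. Fluorescence normalized against the six-point fluorescein curve.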
Rhodamine autofl – rhodamine region autofluorescence | Rhodamine-region fluorescence, 547/598 nm, Tris buffer; hits give high values | max dye-equivalent concentration, M | 0.05% of 59,000 active | AID 594; in the data active = max dye-equivalent concentration above about 11 nM; inconclusive = between about 1.1 nM and that limit
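Read-out is relative fluorescence at 547 nm excitation and 598 nm emission, expressed as dye-equivalent concentration using rhodamine standards on every plate. Each compound was profiled across a concentration series after 15 min in 100 mM Tris, pH 8.0.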
HBB splice mod – hemoglobin beta splicing modulation | HBB splicing reporter cell assay, activation; EGFP reporter with mutant IVS2-654 intron; response scale: normalised to 500 nM splice-correcting PNA | Potency, µM (top dose mostly 46.1 µM), for inactives: at the top dose activation, usual class: activators | 0.06% of 65,000 active; note: potency is the fitted concentration of half-maximal effect; 0% is about no effect
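HeLa cells stably expressing EGFP interrupted by mutant beta-globin intron 2 (IVS2-654), 500/well in 2% FCS. Treated with compound for 2 days at 37C. Splicing correction scored as total well GFP intensity (488 nm excitation, 500-520 nm emission); 500 nM antisense PNA served as control.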
4MU fluor – 4-MU region autofluorescence; compound autofluorescence, 340/450 nm, 4-MU equivalents; hits give high values; max dye-equivalent concentration, M; 11% of 59,000 active; AID 589; in the data active = max dye-equivalent concentration above about 10 nM; inconclusive = mostly about 1.1 nM to 9.6 nM
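Compounds in 100 mM Tris, pH 8.0, incubated 15 min at room temperature, then fluorescence read at 340 nm excitation/450 nm emission. Signal converted to 4-MU dye-equivalent concentration using an on-plate six-point 4-MU standard curve.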
Pol III holo inh – inhibitors of bacterial DNA polymerase III holoenzyme | 0.25% of 71,000 active | Potency, µM (highest dose often 57.1 µM), without a hit: top-dose activity change, negative = inhibition | reconstituted DNA polymerase III holoenzyme replication, biochemical; note: potency is the fitted concentration of half-maximal effect; % is set by controls: 0 for no effect and ±100 for the full control effect
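Reconstituted *E. coli* holoenzyme (0.35 nM Pol III, 1 nM beta, 154 nM SSB, 2 nM primase) was preincubated with compound for 15 min at RT. Synthesis on 1.4 nM ssM13Gori ran 35 min, then was stopped with PicoGreen/EDTA and read as dsDNA fluorescence.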
HADH2 inh – inhibitors of human HADH2 dehydrogenase | Potency, µM (series often up to 57.1 µM), without a hit: at the top dose activity change, negative = inhibition, most hits filed as inhibitors | 3.4% of 73,000 active | recombinant HADH2, NADH fluorescence, beta-hydroxybutyryl-CoA; note: potency is the fitted concentration of half-maximal effect; % is set by controls: 0 for no effect and ±100 for the full control effect; nearly all actives have a fitted effect of over 60% in size; many of its hits are not listed in these tables
Target sequence (Q99714 whole entry, looked up, one chain of several): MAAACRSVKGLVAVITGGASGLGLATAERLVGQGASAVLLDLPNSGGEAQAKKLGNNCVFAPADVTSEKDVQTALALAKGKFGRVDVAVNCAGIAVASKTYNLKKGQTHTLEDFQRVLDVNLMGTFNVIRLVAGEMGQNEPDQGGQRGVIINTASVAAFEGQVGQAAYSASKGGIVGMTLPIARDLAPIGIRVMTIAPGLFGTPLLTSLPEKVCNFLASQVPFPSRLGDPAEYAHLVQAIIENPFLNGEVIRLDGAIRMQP
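20 nM HADH2 + cpd, 15 min RT; add 1 mM NAD+/90 uM beta-hydroxybutyryl-CoA; kinetic fluorescence 360/450 nm, 4 min. Tris-HCl pH 9.0, 0.01% Tween-20.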
Active calls of the source: *; i = inactive; u = inconclusive; x = not tested or not shown; [ ] = another dose, or the depositor's remark. Unless noted, calls come from the whole dose curve; as a rule, active = well fitted curve in the direction sought with a large enough effect; inconclusive = small, poorly fitted or top-dose-only effect, or another doubt; inactive = no such curve, though single readings can be large; an effect the other way counts as inactive or inconclusive. Only part of the results is shown; count on the stated rates, not on these rows.

SMILES | Epigenetic mod | Ub-GFP proteasome | Hsp90 Hop PPI | TexasRed autofl | ALOX15 inhib | Fluorescein fluor | Rhodamine autofl | HBB splice mod | 4MU fluor | Pol III holo inh | HADH2 inh
c1ccc(Cn2nnc3c(N4CCOCC4)ncnc32)cc1 | -3% | 15% | -2% | x | -9% | x | x | -0.3% | x | -1% | 6%
Cc1cnc(C(=O)Nc2ccc(-n3cnnn3)cc2)cn1 | 3% | -5% | 1% | i | 10% | u | i | 1.1%[57.5 µM] | i | 2% | -2%
CN(C(=O)COC(=O)C1CCN(S(=O)(=O)c2cccs2)CC1)C1CCS(=O)(=O)C1 (stereo unspecified) | 4% | -2% | -6% | i | 2% | i | i | 3.8% | i | -6% | 4%
Cc1cc(-c2csc(NC(=O)c3cc4ccccc4o3)n2)c(C)n1C | 0% | 0% | -10% | i | u | i | i | 0.1%[57.5 µM] | i | -2% | -22%
O=C(CCCN1C(=O)C2C3C=CC(C3)C2C1=O)N1CCN(c2ccccc2)CC1 (stereo unspecified) | 2% | -3% | 7% | i | 0% | u | i | -0.9% | i | 0% | 10%
Cc1ccc(-c2noc(C3CCCN(C(=O)c4ccccc4)C3)n2)o1 (stereo unspecified) | 2% | -3% | -4% | i | 5% | i | i | x | i | 0% | 6%
O=C(Cc1n[nH]c(=O)c2ccccc12)NCc1ccccn1 | 0% | 4% | -5% | i | 3% | u | i | 1.5% | i | 4% | -9%
Cc1csc2ncc(C(=O)Nc3ccccc3Cl)c(=O)n12 | x | 0% | -2% | x | -12% | x | x | -1.0% | x | -8% | 7%
CCOC(=O)C1CCN(C(=O)c2cn(C)c(=O)c3cc(OC)c(OC)cc23)CC1 | 2% | 4% | -8% | i | 0% | i | i | -0.1% | i | -4% | u
O=S(=O)(O)c1ccc2c(N=Nc3cccc4ccccc34)c(O)c(S(=O)(=O)O)cc2c1 | 2%[9.22 µM] | 4%[9.17 µM] | -29%[11 µM] | i | -2%[11.4 µM] | i | i | 3.6%[9.22 µM] | i | -9%[11.4 µM] | -6%[11.4 µM]
COc1ccc(Nc2nc(N)nc(CSc3n[nH]c(-c4ccccc4)n3)n2)cc1 | -1% | 7% | -6% | i | -7% | i | i | x | i | -5% | 16%
COC(=O)c1[nH]c2cc(OC)ccc2c1NC(=O)CCN1CCCC(C)(C)C1 | -1%[20.6 µM] | x | x | i | x | u | i | x | i | x | x

3 compounds out of the list above, ordered by the number in Pol III holo inh, ascending.
canonical_smiles,Hsp90 Hop PPI,ALOX15 inhib,Rhodamine autofl,4MU fluor,Pol III holo inh,HADH2 inh
CCOC(=O)C1CCN(C(=O)c2cn(C)c(=O)c3cc(OC)c(OC)cc23)CC1,-8%,0%,i,i,-4%,u
Cc1cc(-c2csc(NC(=O)c3cc4ccccc4o3)n2)c(C)n1C,-10%,u,i,i,-2%,-22%
O=C(CCCN1C(=O)C2C3C=CC(C3)C2C1=O)N1CCN(c2ccccc2)CC1 (stereo unspecified),7%,0%,i,i,0%,10%

Molecules from the list above that have four or more nitrogen atoms:
SMILES | Epigenetic mod | Ub-GFP proteasome | Hsp90 Hop PPI | TexasRed autofl | ALOX15 inhib | Fluorescein fluor | Rhodamine autofl | HBB splice mod | 4MU fluor | Pol III holo inh | HADH2 inh
c1ccc(Cn2nnc3c(N4CCOCC4)ncnc32)cc1 | -3% | 15% | -2% | x | -9% | x | x | -0.3% | x | -1% | 6%
Cc1cnc(C(=O)Nc2ccc(-n3cnnn3)cc2)cn1 | 3% | -5% | 1% | i | 10% | u | i | 1.1%[57.5 µM] | i | 2% | -2%
O=C(Cc1n[nH]c(=O)c2ccccc12)NCc1ccccn1 | 0% | 4% | -5% | i | 3% | u | i | 1.5% | i | 4% | -9%
COc1ccc(Nc2nc(N)nc(CSc3n[nH]c(-c4ccccc4)n3)n2)cc1 | -1% | 7% | -6% | i | -7% | i | i | x | i | -5% | 16%

Additional records follow.
SMILES | Epigenetic mod | Ub-GFP proteasome | Hsp90 Hop PPI | TexasRed autofl | ALOX15 inhib | Fluorescein fluor | Rhodamine autofl | HBB splice mod | 4MU fluor | Pol III holo inh | HADH2 inh
CCOc1ccccc1C(=O)Nc1nccs1 | 2% | -2% | 1% | i | 7.9µM* | i | i | -0.4%[57.5 µM] | u | -8% | -2%
CC(C)C(c1nnnn1Cc1ccco1)N1CCN(c2cccc(Cl)c2)CC1 (stereo unspecified) | 1% | -3% | 6% | u | -5% | i | i | -2.8% | i | -4% | -3%
O=C1c2ccccc2C(O)(O)[C@@]1(O)[C@]1(O)C(=O)c2ccccc2C1(O)O | -3%[9.22 µM] | 5%[9.17 µM] | -5%[11 µM] | i | 1%[11.4 µM] | u | i | 2.2%[9.22 µM] | i | -8%[11.4 µM] | -5%[11.4 µM]
COc1ccc(C(=O)N2CCN(C3CCC(c4ccccc4)CC3)CC2)cc1OC (stereo unspecified) | 3% | -3% | -2% | u | -8% | u | i | -0.4% | i | 3% | 4%
CN(C)c1ccc(C2N3CC4(C)CN2CC(C)(C3)C4O)cc1 (stereo unspecified) | 0% | 6% | -5% | x | 6% | x | x | 0.7% | x | 4% | -17%
c1ccc2sc(Cc3nnc4n3CCCCC4)nc2c1 | -1% | 0% | 1% | i | 2% | u | i | -0.2% | i | 2% | -2%
c1ncc(-c2ccc3c(c2)OCO3)c(NCCc2cnc[nH]2)n1 | -2%[9.22 µM] | -5% | -6% | i | 10% | i | i | 2.1% | i | -6% | -6%
CCCNC(=O)c1ccccc1C(=O)NCCC | 2% | -3% | 2% | x | 0% | x | x | 0.3% | x | 0% | 11%
CC1CCN(S(=O)(=O)c2ccc(NC(=O)CSc3nnnn3C)cc2)CC1 | 3% | -4% | 0% | i | -1% | i | i | -0.6%[57.5 µM] | u | -4% | -7%
Cc1ncoc1C(=O)Nc1ccccc1C(N)=O | 8% | 6% | 2% | i | 8% | i | i | 3.1%[1.84 µM] | i | 0% | -6%
CCCN1C2CCCC1CC(NC(=O)NC1CCCCC1)C2 (stereo unspecified) | -4% | -4% | 0% | i | 8% | i | i | 1.8%[57.5 µM] | i | -4% | 4%
CC1CCN(S(=O)(=O)c2ccc3c(c2)oc(=O)n3CC(=O)NCc2ccc3c(c2)OCO3)CC1 | 0% | 9% | -3% | x | u | x | x | -1.3% | x | -2% | -7%
CCSc1nc(-c2cccs2)nc2c1c(=O)n(C)c(=O)n2C | x | 21% | -3% | x | 12% | x | x | 0.6% | x | -5% | -7%
CCOc1ccccc1N1CCN(S(=O)(=O)c2ccc3c4c(cccc24)C(=O)N3)CC1 | -4% | 13% | -23% | i | -24% | i | i | -0.7% | i | -13% | -26%
Cc1cc(C)cc(Nc2cc(=O)n(C3CCCCC3)c(=O)[nH]2)c1 | -4% | 24% | 0% | i | -8% | i | i | -3.6% | i | -6% | -4%
COCC(=O)NC(c1ccccc1)c1ccccc1 | 0% | -1% | 0% | i | 8% | i | i | -0.3% | i | -3% | -1%
COc1ccc(OC)c(C(c2nnnn2CC2CCCO2)N2CCN(C)CC2)c1 (stereo unspecified) | -3% | -1% | -3% | i | 5% | i | i | 3.2%[57.5 µM] | i | -4% | 5%
COc1ccccc1C(=O)N1CCN(C2CCN(Cc3ccccc3)CC2)CC1 | -3% | 11% | -3% | i | 3% | u | i | 0.8% | i | -6% | 5%
O=C(Cn1cnc2c(nnn2-c2ccccc2)c1=O)N1CCCc2ccccc21 | x | 4% | 2% | x | -3% | x | x | 0.6% | x | -6% | 4%
Cn1nnnc1SCC(=O)Nc1nc(-c2ccccc2)c(-c2ccccc2)o1 | -2% | -4% | -9% | i | 9% | u | i | -0.4% | i | 9% | 5%
CCOc1ccc(-n2c(SC(C)C(=O)OC)nc3c(c2=O)SCC3)cc1 (stereo unspecified) | 0% | 4% | -10% | i | -7% | i | i | -0.5% | i | -4% | -9%
CSCCC(NS(=O)(=O)c1ccc(Cl)cc1)C(=O)OCC(=O)N1CCOCC1 (stereo unspecified) | 1% | 0% | 2% | u | 19% | i | i | -0.1%[57.5 µM] | i | -5% | -3%
